Assay outcomes deposited in PubChem by several laboratories.
hcDAF-12 act – activators of H. contortus DAF-12 nuclear receptor. HEK293 hcDAF-12 lit1-tk-luc reporter, luminescence; 0% DMSO, 100% Δ7-dafachronic acid. activation, % at 6.8 µM. 1.4% of 370,000 active;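 active = activation above the mean of all tested compounds plus 3 SD, cut at about 5.5% in these data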;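 note: 100% = response to 3 µM Δ7-dafachronic acid high control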
ADAM17 inh – ADAM17 inhibition, QFRET primary screen | P78536 | 0.83% of 370,000 active | recombinant ADAM17, EDANS/DABCYL FRET peptide cleavage | AID 720648 | inhibition, % at 6.95 µM;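 active = inhibition above the mean of compounds lying between control limits plus 3 SD, set per campaign, cut at about 8.5% in these data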;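 note: 0% = DMSO-only wells as the low control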
ADAM10 inh – inhibits human ADAM10. 0.62% of 370,000 active. inhibition, % at 7 µM. AID 720582. recombinant ADAM10, EDANS/DABCYL FRET peptide cleavage, 3 h;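 active = inhibition above a per-campaign cutoff equal to the mean of compounds falling between control-based bounds plus 3 SD, cut at about 20% in these data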;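 note: 0% = DMSO wells while the 100% control is not disclosed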
hgDAF-12 ag – agonists of H. glycines DAF-12 nuclear receptor; activation, % at 6.8 µM; HEK293 GAL4-hgDAF12 UAS-luciferase reporter, agonist luminescence; normalized to butyrate control; 1.8% of 370,000 active; AID 687014;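 active = activation above a cutoff set at the mean of all screened compounds plus 3 SD, cut at about 10% in these data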;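 note: 0% = DMSO wells and 100% = sodium butyrate wells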
DAX1 inh-1 – inhibitors of human orphan nuclear receptor DAX1 (NR0B1) | inhibition, % at 6.75 µM | P51843 | HEK293 Gal4-DAX1 luciferase reporter, luminescence | AID 504766 | 0.99% of 340,000 active;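 active = inhibition above the mean over all tested compounds plus 3 SD, cut at about 4.2% in these data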;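 note: 0% = DAX1-transfected cells with DMSO and 100% = empty-vector control cells with DMSO; inhibition shows as a rise in luminescence from relieved DAX1 repression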
NPR1 activator – GC-A (human) enzyme activation; P16066; activation, % at 10 µM; HEK293 GC-A cells, cGMP TR-FRET, EC30 ANP; 0% at EC30 ANP, 100% saturating ANP; 0.14% of 370,000 active; AID 1671463; in the data active = activation above about 40%
Target sequence (P16066 whole entry, looked up): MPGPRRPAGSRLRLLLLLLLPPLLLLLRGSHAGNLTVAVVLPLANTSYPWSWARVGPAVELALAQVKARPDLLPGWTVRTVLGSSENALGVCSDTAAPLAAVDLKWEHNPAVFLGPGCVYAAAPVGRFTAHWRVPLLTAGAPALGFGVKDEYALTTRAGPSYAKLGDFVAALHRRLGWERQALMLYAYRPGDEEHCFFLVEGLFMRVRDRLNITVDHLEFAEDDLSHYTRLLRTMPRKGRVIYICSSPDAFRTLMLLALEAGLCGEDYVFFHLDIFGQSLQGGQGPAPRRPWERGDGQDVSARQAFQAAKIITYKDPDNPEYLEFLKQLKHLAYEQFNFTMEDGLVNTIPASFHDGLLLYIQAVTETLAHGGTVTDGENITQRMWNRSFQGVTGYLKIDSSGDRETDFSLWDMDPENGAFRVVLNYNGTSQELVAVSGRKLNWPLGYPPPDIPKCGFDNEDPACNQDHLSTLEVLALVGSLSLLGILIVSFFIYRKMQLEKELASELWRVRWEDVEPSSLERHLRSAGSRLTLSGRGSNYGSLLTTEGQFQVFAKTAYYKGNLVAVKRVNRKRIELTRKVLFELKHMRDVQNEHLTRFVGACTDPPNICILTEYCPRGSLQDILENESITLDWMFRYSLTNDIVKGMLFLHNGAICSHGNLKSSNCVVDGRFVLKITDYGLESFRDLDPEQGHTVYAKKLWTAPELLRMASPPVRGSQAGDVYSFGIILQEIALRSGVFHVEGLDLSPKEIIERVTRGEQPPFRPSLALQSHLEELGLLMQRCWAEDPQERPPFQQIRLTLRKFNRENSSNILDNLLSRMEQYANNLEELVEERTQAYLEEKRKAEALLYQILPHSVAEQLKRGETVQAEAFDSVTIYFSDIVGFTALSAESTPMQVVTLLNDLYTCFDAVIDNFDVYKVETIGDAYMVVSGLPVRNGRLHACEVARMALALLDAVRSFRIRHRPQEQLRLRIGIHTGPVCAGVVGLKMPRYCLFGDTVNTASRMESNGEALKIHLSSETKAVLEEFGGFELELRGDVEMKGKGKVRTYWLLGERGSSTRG
DAX1 inh-2 – blocks DAX1 repression of SF-1 activated StAR promoter. HEK293T StAR-luciferase reporter, SF-1/DAX-1 repression relief. inhibition, % at 6.8 µM. 1.1% of 370,000 active. AID 652010;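 active = inhibition above the mean over all tested compounds plus 3 SD, cut at about 3.6% in these data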;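 note: 0% = DAX-1 cells with DMSO and 100% = cells lacking DAX-1 with DMSO; higher inhibition means more luminescence from relief of DAX-1 repression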
PG9 Ab binder – small molecules binding HIV-1 gp120 antibody PG9 | TR-FRET gp120-PG9 antibody binding | inhibition, % at 6.7 µM | 0.43% of 360,000 active | AID 624416; in the data active = inhibition above about 8.5%
SMARCA2 act – activators of SMARCA2 function. MG213 cells, MMTV-luciferase reporter, dexamethasone, overnight. activation, % at 9.1 µM. 1% of 370,000 active. AID 652017; in the data active = activation above about 7.8%;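 note: 0% = vehicle wells and 100% = reference activator wells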
GAA850 FXN act – frataxin GAA850 promoter activation | HEK293 lucGAA850 FXN promoter luciferase reporter, 24 h; percent of 10 µM SAHA response | activation, % at 6 µM | 0.56% of 360,000 active | AID 540364;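 active = activation above the average of all compounds screened plus 3 SD, cutoff fixed separately per campaign, cut at about 7.5% in these data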;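 note: 0% = DMSO wells and 100% = 10 µM SAHA wells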
ssDAF12 agonist – activators of S. stercoralis DAF-12 nuclear receptor | HEK293 ssDAF-12/GRIP1 lit1-tk-luc reporter, luminescence; % of 3 µM dafachronic acid response | activation, % at 6.8 µM | 1% of 370,000 active | AID 652126;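 active = activation above the mean over all tested compounds plus 3 SD, cut at about 0.9% in these data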;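 note: 0% = DMSO-only wells and 100% = 3 µM delta7-dafachronic acid wells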
Numbers without * were called inactive; i = inactive; nt = not tested or not shown.

Values run as follows: hcDAF-12 act, ADAM17 inh, ADAM10 inh, hgDAF-12 ag, DAX1 inh-1, NPR1 activator, DAX1 inh-2, PG9 Ab binder, SMARCA2 act, GAA850 FXN act, ssDAF12 agonist
> CC1(C(=O)Nc2ccc3c(c2)OCO3)CCN1Cc1ccccc1OC(F)F (centres undefined)
  -3.5, 0, -2, 2.0, nt, -2, -2.6, -0.6, -7, 2.5, -1.8
> CSCc1c(C(=O)N2CCCc3ccccc32)oc2ccccc12
  0.1, -2, 8, 1.4, -0.4, -11, -1.6, -2.7, 5, 0.5, -1.4
> CCCCSCCCNC(=O)C1CCC(CNS(=O)(=O)c2ccccc2)CC1 (centres undefined)
  -0.7, -1, -4, 0.3, -0.4, 1, -0.8, -1.5, -4, -2.8, -2.2
> Nc1n[nH]c(N)c1N=Nc1cccc(C(F)(F)F)c1
  0.6, 5, 10, 3.6, 0.5, -4, -0.1, -1.7, 0, 2.3, -1.6
> COc1ccc2c(C(=O)c3ccc(C)cc3)n(CCCC(N)=O)[n+]([O-])c2c1
  6.1*, -8, 0, 0.6, -0.8, -1, 0.0, -2.9, 2, -0.4, 0.3
> CCc1cc(C(=O)N/N=C/c2c(C)[nH]c3ccccc23)cs1
  2.0, -1, -4, 2.4, 0.7, 4, -0.5, -3.0, -2, -0.8, -0.5
> CCOC(=O)c1ccccc1NC(=O)C=C(C)C
  -0.2, 1, 5, 2.0, 2.3, 0, 0.3, -0.2, 0, -0.1, -1.4
> O=C(CCCn1c(=S)[nH]c2ccccc2c1=O)N1CCOCC1
  0.5, 1, 4, 0.7, -1.5, 1, 1.1, -0.6, 0, 0.2, -1.1
> CCOC(=O)C(=O)c1csc(NC(=O)COc2ccc(N(C)S(=O)(=O)c3ccc(F)cc3)cc2)n1
  -2.0, -1, -5, 1.4, 2.1, -4, -0.5, -0.4, 1, 3.5, -0.1
> CC(C)(O)C#Cc1ccc(CN2CCCC(CO)(Cc3cccc(Cl)c3)C2)cc1 (centres undefined)
  -3.2, 5, 13, -3.8, -2.1, 5, -0.8, 1.4, 0, -3.8, -1.7
> Cc1ccc(NC(=O)COC(=O)COc2ccc3ccc(=O)oc3c2)cc1[N+](=O)[O-]
  0.8, -15, -56, 1.2, 0.6, -1, 0.6, 0.0, 0, 1.4, -1.0
> CCNC(=O)NC1c2ccccc2CSc2ccccc21 (centres undefined)
  -0.6, 0, -10, -0.4, -0.9, -7, 0.2, -3.1, -1, 0.8, -1.9
> COc1ccc(NC(=O)CSc2c3c(nc4ccccc24)CCC3)c(OC)c1
  0.0, 2, 5, 0.8, -1.6, -13, -0.1, -0.2, 0, -1.1, -1.5
> COc1cccc(OC)c1OCCNCC1COc2ccccc2O1 (centres undefined)
  -1.0, -4, -5, -1.6, 1.8, -9, -0.8, -1.9, -4, -1.2, -1.4
> O=C(Cn1nnc(-c2ccc(Cl)cc2)n1)NCc1ccco1
  -0.9, -1, -9, 1.1, -0.5, 2, 0.4, -1.0, 1, 2.7, -2.1
> Cc1ccc(C)c(NC(=O)CCc2nnc3ccc(N4CCCC4)nn23)c1
  -1.7, 2, 11, -1.7, 0.2, 2, -0.1, -2.3, 6, 0.9, -0.7
> CCc1nnc(NC(=O)CSc2nnc(Cc3ccccc3)n2-c2ccc(OC)cc2)s1
  1.1, 1, 1, -1.8, -0.6, -4, 0.5, -0.1, -2, -0.4, -0.8
> CCn1cc(Br)c(C(=O)Nc2nccs2)n1
  6.0*, 2, -1, 11*, 0.4, -1, -0.1, -2.8, 4, 1.5, -0.4
> O=C(CCc1ccccc1)NCCCNC(=O)CCc1ccccc1
  -0.6, -1, -21, 0.2, 0.3, 0, 0.0, 1.5, 1, 0.9, -0.7
> Cc1cccc(NC(=O)c2cnc3sccn3c2=O)c1
  6.9*, -2, -16, 13*, 3.5, 13, 6.5*, 0.2, 2, 2.5, 0.9*
> CN(Cc1nc2ccccc2c(=O)[nH]1)C(=O)c1cc2c(s1)CCCCC2
  1.2, 0, -21, 1.2, -1.6, 2, -1.6, 1.2, -3, -0.5, -1.0
> CCOC(=O)c1cc(=O)cc(C(=O)OCC)o1
  -1.5, 2, 2, 1.8, 1.9, -1, 0.5, -1.0, 1, -1.9, -1.0
> CC(NC(=O)CN1CCOCC1)c1ccc(F)cc1 (centres undefined)
  -0.4, -1, -5, -0.8, 0.8, 0, -0.5, 1.2, -3, 1.3, -0.8
> CCCCCNC(=O)c1cccc(S(=O)(=O)N2CC3(C)CC2CC(C)(C)C3)c1 (centres undefined)
  -0.6, 5, 13, -4.5, -1.1, 4, -1.2, -0.5, -4, -0.1, -1.4
> N#C/C(=C\c1cc(Cl)cc(Cl)c1O)C(=O)NC1CCCCC1
  -0.2, -11, -29, 1.1, -0.5, 8, -0.9, -1.3, -3, -0.7, -1.5
> COc1ccc(NC(=O)CCCCCN2C(=O)c3ccccc3C2=O)c(OC)c1
  3.9, 0, -6, -0.4, 2.9, -5, -0.1, -0.8, 0, 0.8, -0.1
> CO[C@H]([C@H](C)/C=C/N(C)C=O)[C@@H](C)C(=O)CC[C@H](C)[C@H](O)[C@H](C)[C@H]1OC(=O)/C=C/C(C)=C/C[C@H](O)C[C@@H]2C=CC[C@@H](C[C@H](OC)[C@@H](C)[C@@H](OC)C[C@@H](OC)[C@@H]1C)O2
  -3.4, 2, 16, -12, nt, -27, nt, nt, nt, nt, -2.3
> Cc1cccc(NC(=S)NCCc2ccc(S(N)(=O)=O)cc2)c1C
  -1.4, 6, 11, -1.5, -0.9, 3, 0.0, -0.5, -1, 0.1, -2.1
> O=C(Nc1ccc(S(=O)(=O)N2CCOCC2)cc1)c1ccc([N+](=O)[O-])cc1Cl
  0.4, 2, 10, -2.8, 0.2, 0, -0.1, -1.8, 0, 0.5, -1.4
> O=C(COc1ccc2c3c(c(=O)oc2c1)CCC3)NC1CCCCC1
  2.3, -27, -77, 0.6, 1.3, 3, -0.2, -0.4, -1, -0.1, -1.3
> COC(=O)c1ccc(CSc2nccn2C)cc1
  -1.2, -2, 0, 1.0, 2.3, 5, 1.6, 1.3, 0, 0.0, -0.9
> O=[N+]([O-])c1ccc(CSc2ncnc3ccccc23)cc1
  -0.4, -6, -9, -0.8, -0.6, 0, -2.7, -2.0, -1, 0.9, -1.8
> CSc1nccc(N/N=C/c2ccccc2)n1
  1.7, -5, 1, 11*, 5.1*, 2, 0.2, -1.0, 1, 4.9, 0.4
> O=C(COC(=O)c1cccnc1Cl)Nc1cccc(S(=O)(=O)N2CCOCC2)c1
  -1.2, -4, -8, 1.6, 1.3, -2, 0.8, -1.4, -3, -0.4, -0.8
> N#Cc1nc(-c2ccccc2F)oc1N1CCCC1
  -1.1, -278, i, 0.4, 1.0, -1, -0.6, -1.3, 1, 1.5, -0.6
> CCOC(=O)C1=CCN(S(=O)(=O)c2ccccc2Cl)C1c1ccc(C)cc1 (centres undefined)
  -2.7, 3, 7, -1.6, nt, -5, 0.6, -0.1, -3, nt, -0.9
> COC(=O)[C@]12CCCCC=C1N(CCc1ccc(OC)c(OC)c1)C(=O)[C@H](CC(=O)NCC1CCCCC1)C2
  -1.9, -5, -6, -3.5, nt, 0, 0.1, -2.4, -1, nt, -1.2
> COc1ccc(N(CC(=O)N2CCN(Cc3ccc4c(c3)OCO4)CC2)S(=O)(=O)c2ccc(F)cc2)cc1
  -0.4, -4, 8, -2.5, 2.4, -1, -1.0, 2.0, -6, 0.8, -1.1
> Cc1cc(C)n(/N=C/c2cc(Cl)cc(Cl)c2O)c(=O)c1
  0.0, -1, -10, -0.9, 0.4, 1, 0.2, -1.9, -1, 2.6, -0.5
> Cc1ccc(C)c(N2N=C(C(=O)OCc3nnc(-c4cccs4)o3)CCC2=O)c1
  -0.2, -4, -18, -0.5, 0.0, -4, -0.2, -0.6, -3, -0.6, -0.6
> COc1cc2c3c(c1)C1(C(=O)N3C(C)(C)C=C2C)C(C#N)=C(N)Oc2cc(O)ccc21 (centres undefined)
  -2.2, 2, 15, -2.6, -1.6, -16, 0.3, -2.0, -1, -2.1, -0.8
> CCc1ccccc1-n1c(SCC(=O)N2CCCC2)nnc1-c1ccccn1
  -1.2, 2, 5, 1.3, 0.1, -5, 0.8, -0.8, 3, -0.2, -1.5
> COc1ccc2[nH]c(C(=O)O)c(CCNC(C)=O)c2c1
  0.0, -36, -118, 2.3, 1.8, -5, -0.3, 0.8, 1, 0.3, -0.3
> CC(C)C(NC(=O)c1ccc(C(C)(C)C)cc1)C(=O)NCC(c1ccccc1)N(C)C (centres undefined)
  -0.5, -2, 11, 2.2, 2.1, 4, -0.3, 0.5, 3, -2.0, -2.1
> c1ccc(OCCNc2ccn3nc(-c4ccco4)cc3n2)cc1
  2.1, -24, -100, 7.6, nt, -1, 0.4, -0.3, 7, 1.4, -0.2
> CCOc1ccc(-n2c(C)c(C(=O)OC)c3cc(O)ccc32)cc1
  -1.8, 2, 7, 1.3, 0.1, 23, 0.3, -0.5, -3, 0.2, -2.4
> COc1ccc(CN(C)C(=O)c2[nH]c(C)c(C(C)=O)c2C)cc1F
  -0.9, -1, -4, -1.6, -0.9, 2, -0.5, -0.2, -2, 3.5, -1.3
> C1=CCC(CN2CCN(C3CCCCCC3)CC2)CC1 (centres undefined)
  -0.7, 0, -7, 5.2, 0.0, -1, 0.6, 0.6, -6, 0.1, -0.4
> CCC(=O)Nc1cccc(-c2nnc(-c3cccc(NC(=O)CC)c3)o2)c1
  -0.5, -3, 1, -2.5, -1.3, 2, -1.3, -0.9, 1, 1.1, -2.0
> COc1ccc(CCNC(=O)c2cc(S(=O)(=O)N3CCCC3)cn2C)cc1OC
  1.1, -4, -4, 1.2, 0.8, 3, -0.3, -0.3, 0, 1.2, -1.1
> COc1ccccc1/C=C/C(=O)Oc1cccc2cccnc12
  -0.1, -12, -56, -1.9, -0.3, 5, 0.0, -2.1, -1, 2.6, -0.8
> CC1Sc2ccc(S(=O)(=O)CCC(=O)Nc3ccccc3Cl)cc2NC1=O (centres undefined)
  -1.4, 9.3*, 7, -3.1, 0.3, 0, 1.6, -1.1, -3, -0.8, -1.9
> CCOC(=O)N1CCN(Cc2ccccc2Cl)CC1
  -1.5, 5, 7, 0.6, -0.7, 1, 0.5, 0.0, -1, -1.5, -1.4
> O=C(C[C@@H]1C/C=C\CCCC(=O)OC[C@@H]2CCCN2C1=O)NCCO
  -0.9, -3, -3, 0.4, 1.4, -2, 0.6, 0.2, 1, -0.5, -1.4
> Cc1cc(C)nc(NS(=O)(=O)c2ccc(NC(=O)c3nn(-c4ccccc4)ccc3=O)cc2)n1
  -0.3, -4, -9, 2.3, 0.1, 2, -1.6, -1.7, 5, 0.9, -0.6
> CCN(c1ccccc1)S(=O)(=O)c1ccc(Cl)c(C(=O)O)c1
  -1.4, 0, -6, 2.0, 0.3, -3, 0.8, 0.1, -1, 1.6, -1.3
> CC(=O)c1ccc(OCCCC(=O)Nc2cccc(-c3nn[nH]n3)c2)cc1
  -1.1, -2, 5, 3.2, 1.1, 0, 0.2, -1.7, -4, 0.3, -0.5
> Cc1ccc(C)c(COC(=O)c2cccc(S(=O)(=O)N3CCCC3)c2)c1
  -0.3, 3, 10, -0.9, 0.0, 3, -1.5, -1.5, -1, -0.4, -1.1
> O=C(c1ccc([N+](=O)[O-])cc1)N1CCN(C(=O)c2ccco2)CC1
  0.8, -1, 12, 0.1, 0.5, 1, 0.7, -0.8, 4, -1.6, -0.9
